Bioassay records deposited in PubChem by The Scripps Research Institute Molecular Screening Center.
M5 PAM = human M5 muscarinic receptor positive allosteric modulators, primary screen, CHO-K1 cells, Fluo-8 calcium fluorescence. Muscarinic acetylcholine receptor M5 (Homo sapiens), P08912. activation, % at 3 µM. 0.3% of 360,000 active. AID 624038, 2012. CHO-K1 hM5, ACh EC20 PAM; 0% = ACh EC20, 100% = ACh EC100;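 active = activation above the run cutoff, the mean activation of all test compounds plus 3 SD, cut at about 18% in these data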
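System: CHO-K1 hM5 cells. Reagent: acetylcholine, EC20 level. Compound dosing: single dose, 3 µM nominal final test concentration. Timing: Post-acetylcholine fluorescence recording 140 s. Detection: Fluo-8 calcium fluorescence. Read-out: % activation, ACh-normalized. Benchmarks: ACh EC20 and EC100 wells. Repeats: singlicate, one well per test compound.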
M4 ag = human M4 muscarinic receptor agonists, primary screen, CHO-K1 cells, Fluo-8 calcium fluorescence. Muscarinic acetylcholine receptor M4 (Homo sapiens), P08173. CHO-K1 hM4/Gqi5; vehicle 0%, full acetylcholine response 100%. activation, % at 3 µM. 0.14% of 360,000 active;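 active = activation above the run mean over all test wells plus 3 SD, cut at about 32% in these data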;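 also: peak over basal fluorescence ratio per well then scaled between controls; 0% = DMSO wells and 100% = acetylcholine at EC100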
M5 antag = human M5 muscarinic receptor antagonists, primary screen, CHO cells, Fluo-8 calcium fluorescence; 0.59% of 360,000 active; CHO-hM5 cells, ACh EC80; inhibition, % at 3 µM; AID 624040, 2012;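 active = inhibition above a per-plate cutoff, the mean of that plate's test compounds plus 3 SD, cut at about 27% in these data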;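 also: 0% = acetylcholine EC80 with DMSO and 100% = DMSO without agonist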
M1 PAM = human M1 muscarinic receptor positive allosteric modulators, primary screen, CHO-K1 cells, Fluo-8 calcium fluorescence, 1536-well | Muscarinic acetylcholine receptor M1 (Homo sapiens), P11229 | CHO-K1 hM1, ACh EC20; 0% = ACh EC20, 100% = maximal ACh | activation, % at 3 µM | 0.088% of 360,000 active; in the data active = activation above about 19%, passing the limit was not always enough
Target sequence (P11229 whole entry, looked up): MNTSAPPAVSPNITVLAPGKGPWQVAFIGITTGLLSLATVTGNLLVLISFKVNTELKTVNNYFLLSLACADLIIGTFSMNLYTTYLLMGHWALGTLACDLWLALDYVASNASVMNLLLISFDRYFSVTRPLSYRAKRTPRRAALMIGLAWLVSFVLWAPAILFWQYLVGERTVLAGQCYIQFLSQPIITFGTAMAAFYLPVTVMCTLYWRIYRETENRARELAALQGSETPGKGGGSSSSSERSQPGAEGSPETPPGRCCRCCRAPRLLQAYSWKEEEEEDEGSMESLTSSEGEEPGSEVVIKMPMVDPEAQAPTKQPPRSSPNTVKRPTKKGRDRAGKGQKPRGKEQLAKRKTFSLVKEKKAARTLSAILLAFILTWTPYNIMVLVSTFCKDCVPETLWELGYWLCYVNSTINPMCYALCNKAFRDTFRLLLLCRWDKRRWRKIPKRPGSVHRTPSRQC
CHRM5 agonist = human M5 muscarinic receptor agonists, primary screen, CHO-K1 cells, Fluo-8 calcium fluorescence; CHO-K1 hM5 cells; 0% DMSO wells, 100% maximal acetylcholine response; 0.19% of 360,000 active; activation, % at 3 µM; Muscarinic acetylcholine receptor M5 (Homo sapiens), P08912;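 active = activation above the run's mean over test compounds plus 3 SD, cut at about 23% in these data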;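 also: signal is peak over basal fluorescence ratio across the kinetic read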
M4 antag = human M4 muscarinic receptor antagonists, primary screen, CHO cells, Fluo-8 calcium fluorescence; Muscarinic acetylcholine receptor M4 (Homo sapiens), P08173; CHO-hM4 cells, ACh EC80; inhibition, % at 3 µM; 0.73% of 360,000 active; AID 624125, 2012;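 active = inhibition above its plate's cutoff, the mean inhibition of sample wells plus 3 SD, cut at about 27% in these data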;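 also: 0% = acetylcholine EC80 with DMSO and 100% = DMSO without agonist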
TAAR1 agonist = human TAAR1 agonists, primary screen, Fluo-8 calcium fluorescence, CHO RD-HGA16 cells | vehicle wells 0%, saturating PEA agonist 100% | activation, % at 3 µM | Trace amine-associated receptor 1 (Homo sapiens), Q96RJ0 | 0.99% of 360,000 active;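 active = activation above the mean activation of all test compounds in the run plus 3 SD, cut at about 38% in these data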
Target sequence (Q96RJ0 whole entry, looked up): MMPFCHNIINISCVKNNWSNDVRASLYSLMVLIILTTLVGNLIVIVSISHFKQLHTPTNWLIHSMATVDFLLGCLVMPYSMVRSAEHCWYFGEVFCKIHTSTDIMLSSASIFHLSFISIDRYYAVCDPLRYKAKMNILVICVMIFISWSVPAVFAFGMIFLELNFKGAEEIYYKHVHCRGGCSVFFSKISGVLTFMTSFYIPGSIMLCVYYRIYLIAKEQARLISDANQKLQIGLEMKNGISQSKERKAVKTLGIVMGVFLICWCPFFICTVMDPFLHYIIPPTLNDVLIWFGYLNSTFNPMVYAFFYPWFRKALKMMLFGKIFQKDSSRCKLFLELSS
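Assay system – CHO-derived RD-HGA16 cells with stable Gα16 and human TAAR1 · Compound dosing – one-point dosing at 3 µM (nominal) · Incubation – 17-24 h seeding, 75 min 37 °C dye, 30 min RT · Measured by – kinetic Fluo-8 calcium fluorescence · Control set – DMSO vehicle as 0%, PEA at EC100 as 100% · Repeats – single well for each compound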
M1 antag = human M1 muscarinic receptor antagonists, primary screen, CHO-K1 cells, Fluo-8 calcium fluorescence, 1536-well | AID 588852, 2011 | inhibition, % at 3 µM | 1.3% of 360,000 active | CHO-K1 hM1, ACh EC80 antagonist;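 active = percent inhibition above its own plate's cutoff, namely the mean of that plate's compound wells plus 3 SD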;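 also: peak over basal fluorescence ratio during 140 s after agonist addition; 0% = ACh EC80 plus DMSO and 100% = DMSO alone without agonist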
M1 ag = human M1 muscarinic receptor agonists, primary screen, Fluo-8 calcium fluorescence, CHO-K1 cells, HTS. Muscarinic acetylcholine receptor M1 (Homo sapiens), P11229. 0.33% of 360,000 active. CHO-K1 hM1, agonist mode; 0% DMSO, 100% acetylcholine EC100. activation, % at 3 µM;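 active = activation above the run's mean compound activation plus 3 SD, cut at about 16% in these data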;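 also: peak over basal fluorescence ratio within a 140 s kinetic read after compound addition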
* marks the source's active call; other numbers are inactive results; · = not tested or not shown.

SMILES	M5 PAM	M4 ag	M5 antag	M1 PAM	CHRM5 agonist	M4 antag	TAAR1 agonist	M1 antag	M1 ag
O=C(CCOc1ccccc1)Nc1ccnn1C1CCN(Cc2ccc(O)cc2)CC1	2.2	1.8	1.6	2.2	-4.6	-0.4	1.6	-14.8	-6.0
CCn1c(SCC(=O)Nc2cc(C)on2)nnc1-c1ccc(OC)cc1	-1.3	1.1	4.9	13.1	-2.8	-8.0	1.8	-6.2	0.8
O=C(CN(Cc1ccc(Br)cc1)S(=O)(=O)c1ccccc1)NCc1cccnc1	-1.2	6.0	11.2	4.9	-0.9	-0.5	2.6	-14.3	-3.4
COc1ccc(/C=C/C(=O)OCC(=O)Nc2ccc(OC)c(S(=O)(=O)N3CCCCC3)c2)cc1	-4.2	3.3	-7.0	4.9	-2.1	-4.2	0.5	3.7	-2.8
CCOc1ccc2c(c1)C(NC(C)=O)C(=O)N2CCN1CCOCC1 (stereo unspecified)	3.6	0.0	-0.3	8.9	-1.8	-2.3	-0.5	-11.7	-4.8
Cc1noc(C)c1COc1ccc(C(=O)OC(C)C(=O)Nc2ccc(S(=O)(=O)N3CCOCC3)cc2)cc1 (stereo unspecified)	3.1	0.8	-3.5	-3.9	-2.3	9.6	2.1	10.1	-6.2
Cc1ccc([N+](=O)[O-])cc1S(=O)(=O)NCCc1c(C)[nH]c2ccccc12	-10.8	8.7	10.8	1.6	0.4	0.6	2.9	4.2	1.9
CCN(CC)c1ccc(NC(=O)COc2ccc(C)cc2)cc1	6.4	1.9	-6.9	-13.2	-6.4	-5.3	10.2	-9.9	-11.2
COC(CNc1ncnc2sc(-c3ccccc3)cc12)OC	-0.4	5.5	5.0	4.4	-0.1	-0.5	3.8	10.2	-5.9
C[C@H](CO)N1C[C@H](C)[C@@H](CN(C)Cc2ccc(C(=O)O)cc2)Oc2c(NS(=O)(=O)c3cccs3)cccc2C1=O	-1.1	1.4	-4.7	4.9	0.2	-16.1	0.5	-4.3	-0.6
O=c1cc(-c2ccc(C(F)(F)F)cc2)oc2ccccc12	-3.4	0.2	13.4	1.9	0.3	11.1	-0.9	5.1	-3.8
CCN(CCCNC(=O)CN(C)S(=O)(=O)c1cccc2nsnc12)c1cccc(C)c1	-4.6	4.1	-0.7	-3.2	-1.9	-4.6	5.3	13.1	-4.7
CC(=O)N1[C@H](C)C=C[C@]1(Cc1ccccc1)C(=O)NCCc1c[nH]c2ccccc12	-6.3	4.4	7.3	-1.1	6.0	0.0	·	8.5	-0.3
Cn1c(=O)c(C(=O)CN2CCN(Cc3ccc4c(c3)OCO4)CC2)c(N)n(Cc2ccccc2)c1=O	2.7	0.0	2.1	4.0	-9.2	-0.9	-0.4	-8.0	-7.4
Cn1c(SCC(=O)N2CCOCC2)nnc1-c1ccc(NC(=O)c2ccccc2F)cc1	4.0	6.1	-5.5	5.2	1.8	-6.3	7.3	-27.1	-4.0
COCCNC(=O)CCC1CCN(Cc2ccc(-c3ccccc3)cc2)CC1	-29.3	0.9	6.8	-28.0	-24.0	56.9*	-0.9	99.1*	-9.5
COc1ccc(OC)c(CNC(=O)CCCc2cn(C)c3ccccc23)c1	-4.1	1.9	-10.1	2.0	-1.8	-30.0	-1.7	-0.1	-1.4
CN(C)c1ccc(N2C(=NC(=O)CCc3ccccc3)SC3CS(=O)(=O)CC32)cc1 (stereo unspecified)	3.0	0.0	-3.4	12.4	-2.0	-2.6	1.2	-4.3	-2.3
Cc1cc(C)n2c(Nc3ccc4c(c3)OCCO4)c(-c3ccccn3)nc2n1	-1.4	1.2	4.2	·	0.9	-2.6	-1.1	·	·
CCOC(=O)N1CCN(C(=O)CS(=O)(=O)c2cn(Cc3ccccc3Cl)c3ccccc23)CC1	-8.9	4.7	2.6	-6.9	2.5	-0.2	5.5	-2.5	-0.5
Cc1c(Cl)cccc1NC(=S)NNS(=O)(=O)c1ccc([N+](=O)[O-])cc1	-4.1	0.5	-3.5	4.7	-4.1	-2.0	1.2	0.8	-1.9
COc1ccccc1/C=C(\C#N)C(=O)c1cccn1C	-0.4	0.5	5.4	5.2	-3.3	0.4	4.4	-5.2	-2.6
O=C(COc1ccccc1)Nc1nn[nH]n1	6.1	0.2	-12.8	5.6	-6.9	-10.9	4.2	-7.4	-3.4
CCc1ccc2c(CN3CCC(C(=O)OC)CC3)cc(=O)oc2c1	0.3	0.6	-2.2	9.9	-4.7	-0.2	-0.7	-12.7	-3.4
COc1ccccc1N1CCN(Cc2cccc(OC)c2OC)CC1	-1.0	2.7	-0.5	1.6	-3.7	3.9	5.1	3.3	-5.3
CN(CC(=O)Nc1ccccc1Cl)CC(=O)Nc1cccc2ccccc12	-22.8	15.2	6.5	-6.5	3.0	-8.2	9.9	10.2	-1.6
C=CCN1C(=O)C(Cc2cccc(Cl)c2)S/C1=N/N=C/c1ccco1 (stereo unspecified)	-4.6	2.5	2.4	-0.3	-3.0	-17.6	12.8	-4.8	-4.8
CCN=C1SC(C(N)=O)CC(=O)N1CC (stereo unspecified)	-1.1	0.4	-2.6	8.2	-5.9	-1.1	1.8	-8.6	-1.9
COc1ccc(CC(=O)NCC(c2ccc(OC)cc2)N(C)C)cc1 (stereo unspecified)	4.6	0.8	2.2	-8.7	-5.4	-5.9	3.5	15.8	-5.6
Cc1occc1C(=O)NCc1ccccc1	3.0	2.0	-3.8	0.7	-0.3	4.5	13.8	3.5	-1.7
O=C1Nc2cc(C(=O)N3CCOCC3)ccc2SC1N1CCOCC1 (stereo unspecified)	-0.5	0.2	-4.8	-2.4	0.6	1.3	1.9	-4.3	-5.1
Cc1cccc(OCCCC(=O)Nc2ccc(S(=O)(=O)Nc3nccs3)cc2)c1C	-0.9	0.0	-4.1	5.0	-4.2	1.8	-1.6	2.5	-4.1
CN(C)S(=O)(=O)c1cccc(-c2cn3cccnc3n2)c1	-7.0	1.4	-16.9	3.4	-2.1	-5.4	1.2	0.9	-6.5
Cc1ccsc1/C=C1/CN(C)Cc2c1nc1ccccc1c2C(=O)O	11.2	-0.5	0.9	10.9	0.9	7.3	3.1	-39.2	-3.6
C/C(=N\NC(=O)Cc1ccccc1)c1ccc(Br)s1	1.6	0.3	5.8	4.5	-0.7	-12.6	2.0	-1.9	-2.7
CCOc1ccccc1NC(=O)C1CC2CCCC(C1)C2=O (stereo unspecified)	1.1	1.1	-3.3	4.6	-1.6	-5.5	8.0	-2.3	-4.3
CN(C)c1ccc(CC(=O)N2CCCCC2c2cc(C(=O)Nc3cccc4c3CCCC4)no2)cc1 (stereo unspecified)	-2.6	1.8	8.9	2.2	-2.1	-2.2	-0.5	-0.6	1.2
COC(=O)c1ccc(CNC(=O)COC(=O)CCN2C(=O)C3CC=CCC3C2=O)cc1 (stereo unspecified)	-3.2	2.1	10.2	5.7	-0.5	-3.4	2.7	-5.7	-3.8
CNC(=O)C(=O)Nc1c(C)cc(C)cc1C	6.4	0.3	-7.8	1.9	-0.7	-5.6	2.7	-2.3	-1.8
COC(=O)c1ccc(-c2ncc[nH]2)cc1	8.0	1.0	-8.7	10.8	-2.0	-2.3	2.9	-8.9	-0.5
Cn1c(-c2ccc(C=O)s2)nc2c3ccccc3c3ccccc3c21	0.7	4.5	-0.7	7.1	-2.3	-10.6	11.9	-14.9	-2.6
O=C(OCc1ccc(Br)cc1)c1ccncc1	8.4	0.6	-12.7	11.6	-4.3	-14.7	-0.4	-11.0	-9.5
O=C1CSC(c2ccccn2)N1c1ccc2ccccc2c1 (stereo unspecified)	1.7	1.4	2.5	-8.2	-6.6	-5.2	3.7	22.6	-5.0
O=C(Nc1ccc(N2CCCC2=O)cc1)c1cccc(F)c1	3.7	-0.3	-3.3	-1.7	1.0	12.6	4.3	0.9	-2.8
O=C(Nc1ccc(N2CCOCC2)cc1)C1CC1	-1.6	0.8	-1.9	5.4	1.1	-1.9	3.7	-11.4	-2.0

The list goes on; it opens with the three that closed the last part.
SMILES	M5 PAM	M4 ag	M5 antag	M1 PAM	CHRM5 agonist	M4 antag	TAAR1 agonist	M1 antag	M1 ag
O=C1CSC(c2ccccn2)N1c1ccc2ccccc2c1 (stereo unspecified)	1.7	1.4	2.5	-8.2	-6.6	-5.2	3.7	22.6	-5.0
O=C(Nc1ccc(N2CCCC2=O)cc1)c1cccc(F)c1	3.7	-0.3	-3.3	-1.7	1.0	12.6	4.3	0.9	-2.8
O=C(Nc1ccc(N2CCOCC2)cc1)C1CC1	-1.6	0.8	-1.9	5.4	1.1	-1.9	3.7	-11.4	-2.0
Cc1cc(C)c(C)c(OCCCn2ccnc2)c1	-8.4	0.0	3.1	-3.9	-7.6	2.8	9.3	4.8	-1.3
CCC(=O)Nc1cccc2cccnc12	8.0	0.6	-6.9	8.8	-1.4	1.8	11.1	0.9	-7.3
O=C(N[C@@H](Cc1ccccc1)C(=O)N[C@@H](Cc1ccccc1)C(=O)O)OCc1ccccc1	3.7	-1.5	5.2	2.2	1.9	-1.3	2.9	-0.9	-2.5
CSc1nsc(SCC(=O)Nc2ccccc2F)n1	-2.5	-0.3	14.7	11.5	-3.2	-5.4	2.0	-15.4	-3.6
Cc1nnsc1C(=O)N1CCCC1(C)C(=O)O (stereo unspecified)	2.2	0.5	-5.0	5.8	0.3	-9.9	0.4	-10.9	-1.9
Cc1ccn2c(=O)nc(SCC(=O)NCc3ccccc3)nc2c1	1.5	0.7	2.9	0.4	1.0	6.0	1.3	3.5	-3.6
COc1cccc(NC(=O)c2c(C)cc(C)cc2CC(C)(C)C(=O)O)c1	-2.0	-0.1	0.4	3.4	1.8	-2.4	2.5	-5.3	-2.7
COc1ccc(-c2nc3c4ccccc4ccn3c2Cc2ccccc2C(F)(F)F)cc1OC	-12.3	0.9	16.0	1.7	-4.7	1.4	-0.9	-27.5	-2.7
CC(=O)NC12CC3CC(C1)CC(C(=O)N(C)CC(=O)Nc1ccc(F)c(F)c1F)(C3)C2	8.3	1.4	-0.2	8.9	2.2	-0.9	0.2	-6.4	-3.2
Cc1ccc(OCC(=O)c2c(N)n(C)c(=O)n(C)c2=O)c([N+](=O)[O-])n1	6.0	1.0	-2.1	7.2	0.8	-1.5	2.9	-7.1	1.3

An excerpt; rates above refer to the full screens.
